CRFR2-BP antag: blocks CRF-induced signaling of the CRF-BP/CRF-R2 complex. HEK293 CRF-R2/CRF-BP, CRF-induced calcium fluorescence. inhibition, % at 11.8 µM. 350,000 tested, 0.59% active;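 active means inhibition of the ligand-induced calcium signal above about 50% at the single tested concentration, limit read from the data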
GalR3 antagonist: antagonists of human GalR3; inhibition, % at 3 µM; HEK293 GalR3-CNG cAMP membrane potential fluorescence; galR3 body fused to GalR1 C-terminus; O60755; 360,000 tested, 0.44% active; AID 651719;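 active means inhibition above the screen-wide average plus 3 SD, cut at about 13% in these data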;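 further: forskolin and galanin both at EC90 stimulate the cells; cAMP rise reported by CNG channel membrane potential dye signal; 0% = forskolin plus galanin with DMSO and 100% = forskolin alone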
PHOSPHO1 block: inhibitors of human PHOSPHO1 phosphatase. recombinant PHOSPHO1, absorbance phosphatase assay. inhibition, % at 13.3 µM. 290,000 tested, 1.1% active; in the data active means inhibition above about 60%
Target sequence (Q8TCT1 whole entry, looked up): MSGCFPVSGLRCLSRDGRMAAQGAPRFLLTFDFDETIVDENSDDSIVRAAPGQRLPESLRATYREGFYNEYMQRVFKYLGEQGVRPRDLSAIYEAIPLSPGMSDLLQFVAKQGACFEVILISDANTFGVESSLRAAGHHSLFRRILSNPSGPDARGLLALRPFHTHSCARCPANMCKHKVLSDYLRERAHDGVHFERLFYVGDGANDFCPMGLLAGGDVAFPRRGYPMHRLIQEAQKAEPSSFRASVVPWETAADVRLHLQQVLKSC
CRFBP-R2 agonist: CRF-BP/CRF-R2 complex agonism | HEK293 CRF-R2/CRF-BP, calcium dye fluorescence (FLIPR); percent of saturating CRF peptide response | activation, % at 13.2 µM | 350,000 tested, 0.46% active | AID 588473;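 active means activation of at least 50%, plus an integration ratio under a set limit after plate pattern correction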;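 further: plate controls were neutral control wells without compound for no effect and CRF at EC100 for full effect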
IDE cell inh: inhibitors of human insulin-degrading enzyme in cells; P14735; 320,000 tested, 0.41% active; HEK cells, FAbetaB cleavage, fluorescence polarization; inhibition, % at 5.59 µM;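 active means percent inhibition above the average of all tested compounds plus 3 SD, set per screening campaign, cut at about 16% in these data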;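 further: IDE supplied by intact live HEK cells; FP after avidin binding of uncleaved biotin substrate so inhibition keeps polarization high; 0% = DMSO wells and 100% = 60 µM reference IDE inhibitor Ii1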
IDE cell activ: boosts human insulin-degrading enzyme activity in HEK cells; FAbeta-B cleavage, fluorescence polarization; 0% vehicle, 100% cell-free pure enzyme wells; 340,000 tested, 0.073% active; P14735; activation, % at 5.96 µM;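 active means activation above the mean of all tested compounds plus 3 SD, set per screening campaign, cut at about 17% in these data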
MEKK3 PB1 HTS: modulators (inhibitors or enhancers) of MEK5 binding to human MEKK3 PB1 domain; Q99759; bead-based flow cytometry, Alexa488-MEK5 binding to MEKK3; actives lie on both sides; 0 = blocked by unlabeled MEK5, 100 = vehicle; binding response (% of control), % at 10 µM; 290,000 tested, 1.4% active; AID 1529;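 active means binding response more than 3 SD above or below the average of its plate-row segment, actives on both sides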;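 further: Alexa488 bead fluorescence after subtracting the streptavidin-only scavenger bead signal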
Target sequence (Q99759 whole entry, looked up, the tested form may be a part): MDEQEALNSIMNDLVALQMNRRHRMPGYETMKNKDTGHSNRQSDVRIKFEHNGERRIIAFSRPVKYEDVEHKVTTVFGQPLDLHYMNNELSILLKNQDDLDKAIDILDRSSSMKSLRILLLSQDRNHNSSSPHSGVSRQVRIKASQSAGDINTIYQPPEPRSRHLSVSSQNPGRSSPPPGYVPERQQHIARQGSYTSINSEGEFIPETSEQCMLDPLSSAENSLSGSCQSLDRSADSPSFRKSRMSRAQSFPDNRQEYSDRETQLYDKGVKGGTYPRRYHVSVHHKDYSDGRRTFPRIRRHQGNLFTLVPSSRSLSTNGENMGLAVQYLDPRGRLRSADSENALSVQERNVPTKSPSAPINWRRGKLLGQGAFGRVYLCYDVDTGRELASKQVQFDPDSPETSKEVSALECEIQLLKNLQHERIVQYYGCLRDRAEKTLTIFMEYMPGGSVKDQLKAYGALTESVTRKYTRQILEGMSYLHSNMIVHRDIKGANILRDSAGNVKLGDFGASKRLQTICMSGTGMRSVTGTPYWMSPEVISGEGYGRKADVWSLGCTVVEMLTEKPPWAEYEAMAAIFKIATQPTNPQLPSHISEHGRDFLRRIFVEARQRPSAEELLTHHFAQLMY
M4 PAM: CHRM4 positive allosteric modulation; P08173; CHO-K1 hM4/Gqi5, Fluo-8 calcium fluorescence, ACh EC20; 0% = ACh EC20, 100% = maximal ACh; activation, % at 3 µM; 360,000 tested, 0.4% active; AID 624126;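 active means activation above its plate's cutoff, the mean activation of sample wells plus 3 SD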; further: some results filed as inactive read as strong as hits
p-CIP stab down: p/CIP protein destabilization; F442A p/CIP-EGFP cells, EGFP fluorescence, 16 h; decrease of EGFP signal, % at 10 µM; 290,000 tested, 0.01% active; AID 1984;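 active means EGFP signal decrease of at least 30% at 10 µM or well 3 SD below plate mean, unless failing retest; inactive means the rest, including hits failing retest or dose response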; further: some compounds called inactive have numbers as strong as hits; many of its hits are not listed in these tables
* marks the source's active call; other numbers are inactive results; nt = not tested or not shown.

SMILES	CRFR2-BP antag	GalR3 antagonist	PHOSPHO1 block	CRFBP-R2 agonist	IDE cell inh	IDE cell activ	MEKK3 PB1 HTS	M4 PAM	p-CIP stab down
CCN(CC)CCC(=O)N1c2ccccc2Sc2ccc(NC(=O)OC)cc21	-6	-10	39	-4.3	nt	-2	101	-5	5
CC(C)Oc1cccc(C(=O)NC(=S)Nc2cccc(NC(=O)c3ccccc3Cl)c2)c1	-16	-6	-19	0.5	3	-7	106	-2	-4
COc1ncccc1C(=O)N1CCCC(C(=O)c2cccc(OC(C)C)c2)C1 (stereo unspecified)	7	0	37	0.0	-1	6	nt	-6	-4
CCCN1CCC(NC(=O)CC2C(=O)NCCN2Cc2cccc(OC)c2)CC1 (stereo unspecified)	1	-3	18	0.3	-1	3	100	-2	-16
CC(=O)c1ccc(NC2=C(N3CCOCC3)C(=O)c3ccccc3C2=O)cc1	16	-6	31	-0.2	0	-4	103	-2	-19
CCn1c(SCC(=O)N2CCCC2)nc2ccccc21	6	-1	-6	2.1	-1	-1	105	2	-38
Cc1c(C(=O)O)sc2nc3n(c(=O)c12)CCC(C)CC3 (stereo unspecified)	5	-1	5	-0.6	0	0	83	9	-6
CCCCNc1c(-c2ccc(-c3ccc(C(C)=O)cc3)c(OC)c2)nc2cnccn12	0	nt	nt	6.2	-2	-6	nt	-7	nt
CCN1CCN(C(=S)c2ccc(OCC(=O)NCc3ccccc3)cc2)CC1	-2	-7	34	-2.3	1	11	99	0	-5
COc1ccc(-n2nnnc2CNC(=O)C2CC(=O)N(c3ccc(Cl)cc3)C2)cc1 (stereo unspecified)	-3	-3	nt	-0.5	13	7	nt	3	nt
Cc1nn(C)c(N)c1-c1ccccc1	11	3	-20	3.7	-3	3	114	4	10
O=C(O)CCn1c(CO)nc2ccccc21	-75	-4	32	1.5	0	-4	129*	-5	-7
COc1cccc(CN(C(=O)c2ccccc2Cl)C2CCS(=O)(=O)C2)c1 (stereo unspecified)	11	0	40	-0.5	-1	3	107	2	-2
Clc1ccccc1/C=N/Nc1cc(N2CCOCC2)ncn1	15	-6	14	-3.5	nt	-1	99	-2	0
CN(C)CC1CCC/C(=C\c2ccc(OC(=O)c3ccc(Cl)cc3)cc2)C1=O (stereo unspecified)	-7	-6	nt	4.2	nt	-5	nt	-8	nt
CCCOc1ccc(N2CC(C(=O)Nc3ccccc3C(=O)NC)CC2=O)cc1 (stereo unspecified)	1	0	-1	0.5	1	-6	102	-12	-3
COc1ccc2[nH]cc(C(=O)CN3CCCCC3)c2c1	-15	-1	19	59*	-4	3	102	3	-8
COc1ccc(C)cc1S(=O)(=O)NCc1cccs1	5	-7	4	0.8	4	5	103	1	6
COc1cccc(NC(=S)N2CCN(C(c3ccccc3)c3ccccc3)CC2)c1	-4	6	7	1.0	-2	4	97	-28	0
CCN(CC)S(=O)(=O)c1ccccc1/C=N\O	9	-3	28	2.9	5	3	99	8	7
O=C(NCc1ccccn1)/C(=C/c1ccco1)NC(=O)c1ccccc1	9	5	-22	-2.0	4	1	102	21*	9
Cc1ccc(S(=O)(=O)NCCNS(=O)(=O)c2ccc(C)cc2)cc1	3	-5	36	0.5	4	1	105	-1	-8
Cc1cccc(NC(=O)Cn2nnc3ccccc32)c1	7	-2	-17	-0.1	1	6	88	-1	-8
COc1ccc(CNC(=O)C2CCCN2S(=O)(=O)c2ccc(Cl)cc2)cc1 (stereo unspecified)	-4	-4	-6	0.0	-1	-6	97	6	3
O=C(NC1CCCCC1)c1ccc(S(=O)(=O)c2ccccc2)cc1	-31	-4	30	0.6	1	nt	97	-6	-22
SMILES	CRFR2-BP antag	GalR3 antagonist	PHOSPHO1 block	CRFBP-R2 agonist	IDE cell inh	IDE cell activ	MEKK3 PB1 HTS	M4 PAM	p-CIP stab down
CC(=O)c1ccc(NC(=O)Nc2cccc3ccccc23)cc1	11	-4	51	-1.7	nt	4	103	-3	-13
COc1cc(Cl)ccc1OCc1cc(C(=O)N(C)CC2CCCCO2)no1 (stereo unspecified)	18	-4	-28	-1.5	-1	4	102	0	1
C=CCN1C(c2cccc(C(F)(F)F)c2)=CS/C1=C(/C#N)c1nnc(N2CCOCC2)n1-c1ccccc1	-2	-4	-7	108*	7	-10	87	-5	-2
Cc1cc(Cl)ccc1NC(=O)C1CCCN1C(=O)c1cccs1 (stereo unspecified)	26	-3	-3	-3.1	1	-3	96	9	-4
COC(=O)c1ccc(N2NC(=O)/C(=C/c3ccc(-c4ccc(Cl)c(C(=O)O)c4)o3)C2=O)cc1	-14	-3	41	0.0	nt	7	97	-12	-26
COc1cccc(OC)c1OCCNCC1CSc2ccccc2O1 (stereo unspecified)	2	-8	nt	-0.6	-2	2	112	-16	nt
CC1(C)OC(=O)C(=CNc2ccccn2)C(=O)O1	0	-1	28	-1.5	10	nt	91	-10	6
O=c1c2cc(N3CCOCC3)ccc2[nH]c(=S)n1CCCN1CCCCC1	11	-5	27	0.0	4	-2	90	-6	4
CCNc1nc(NCC)nc(OCCOC(=O)c2ccccc2)n1	-8	-5	-2	-1.6	2	3	98	0	1
CC(=O)CC(C)(C)Nc1nc2ccc([N+](=O)[O-])cc2o1	-1	-4	12	-0.7	1	-1	99	7	-1
COc1ccc(C(=O)COC(=O)CCN2C(=O)C3CC=CCC3C2=O)c(OC)c1 (stereo unspecified)	-1	0	nt	-1.6	nt	-1	nt	6	nt
Cc1ccc2nsnc2c1S(=O)(=O)N(Cc1ccco1)Cc1cc2cccc(C)c2[nH]c1=O	-55	nt	-4	2.2	4	-2	108	-15	-3
Cc1ccc(CN2CC(C(=O)NNC(=O)Cn3ccc(C(F)(F)F)n3)CC2=O)cc1 (stereo unspecified)	0	-7	nt	-0.2	-3	4	nt	4	nt
Cc1cc(C)nc(SCC(=O)NNC(=O)c2ccccc2C)n1	-3	2	37	-0.3	-4	8	99	2	-4
Cc1cc(C)cc(C(=O)NCC(=O)OCc2cc([N+](=O)[O-])cc3c2OCOC3)c1	24	0	-4	-1.7	0	-4	101	-6	-10
c1ccc2[nH]c(CN3CCOCC3)nc2c1	2	-3	17	1.7	-4	2	104	12	-6
COc1ccc(-c2nnc(NC(=O)C3CCCO3)s2)cc1 (stereo unspecified)	6	-5	-9	-1.0	3	0	101	3	0
CCN1CCN(S(=O)(=O)c2ccc(Cl)c(C(=O)N(CC)Cc3ccccc3)c2)CC1	2	-5	nt	-0.3	nt	4	nt	-7	nt
CN(C(=O)COC(=O)CCC(=O)c1ccc(F)cc1)C1CCCCC1	12	-6	nt	-0.9	3	4	nt	-3	nt
COCCn1c(=NC(C)=O)sc2cc([N+](=O)[O-])ccc21	13	1	3	-2.4	4	4	109	-10	-1
CC(=O)Nc1ccc(N/C=C2/CCCC2=O)cc1	-5	1	24	-1.9	7	1	99	-1	-6
COc1ccccc1NC(=S)NC1CCCCCC1	28	1	4	-0.6	5	6	103	25	-4
CNC(=O)CCn1nc(-c2ccccc2)c2ccccc2c1=O	7	-3	-8	-1.1	5	-6	110	-12	1
Cc1cc(NC(=O)c2ccco2)ncc1NC(=O)Cc1ccccc1	13	-3	17	-2.6	9	5	100	0	10
COc1cc(NC(=O)c2cccnc2)c(Cl)cc1NC(=O)c1ccc(Cl)cc1	-18	-4	28	-0.9	-3	2	97	3	-2
SMILES	CRFR2-BP antag	GalR3 antagonist	PHOSPHO1 block	CRFBP-R2 agonist	IDE cell inh	IDE cell activ	MEKK3 PB1 HTS	M4 PAM	p-CIP stab down
Cn1c(=O)oc2cc(S(=O)(=O)N3CCOCC3)ccc21	-4	-1	16	-0.2	0	5	93	7	6
Cc1ccc(C(CNC(=O)C(=O)Nc2ccc3c(c2)OCCO3)N2CCN(C)CC2)cc1 (stereo unspecified)	-12	-4	nt	0.0	3	3	nt	-5	nt
CCN1CSC(=S)N(Cc2ccccc2)C1	2	-1	-20	-3.8	3	4	103	1	12
O=C(O)C1CC=CCC1C(=O)Nc1ccccc1C(=O)N1CCN(c2ccccc2)CC1 (stereo unspecified)	-19	-1	16	1.8	-5	3	101	10	2
COC(=O)c1ccc(Cn2nnc3c(=O)[nH]c(C4CCN(S(=O)(=O)c5cc(C)ccc5C)CC4)nc32)cc1	7	0	18	0.1	9	1	105	2	-3
CC(C)CC(=O)Nc1nnc(SCC(=O)NCC2CCCO2)s1 (stereo unspecified)	11	-2	36	-0.3	4	3	105	3	-2
CCOc1cc(N2CCOCC2)c(OCC)cc1NC(=O)CN1C(=O)NC(CC(C)C)C1=O (stereo unspecified)	19	-3	24	-1.2	2	1	99	-3	-3
O=C(CN1C(=O)C2C3c4ccccc4C(c4ccccc43)C2C1=O)Nc1ccccc1C(=O)O (stereo unspecified)	20	-5	-7	-2.0	2	-12	97	1	3
CCOC(=O)c1cc2occc2n1CC(=O)N1CCOCC1	1	-5	-10	0.6	-5	5	98	6	0
Cc1oc(-c2nc3ccccc3n2C)cc1C(=O)c1ccccc1	-16	-5	-4	-2.8	6	-5	101	3	-1
CC(C)Cn1c(C(C)NC(=O)Cc2ccccc2)nc2ccccc21 (stereo unspecified)	-6	nt	-2	-1.5	11	-2	111	13	-6
CCOc1cc(C(=O)NCCN2C(=O)S/C(=C\c3cccnc3)C2=O)cc(OCC)c1OCC	-7	0	-18	-1.6	-4	-6	107	-11	11
CCOc1ccc(N(C)S(=O)(=O)c2ccc3[nH]cc(C(=O)NCC(OC)OC)c(=O)c3c2)cc1	3	-15	32	-1.0	0	4	112	-2	-8
COc1ccc(C2C(C#N)=C(/N=C/N3CCN(C)CC3)OC3=C2C(=O)CC(C)(C)C3)cc1 (stereo unspecified)	3	-2	23	-0.8	-2	3	110	11	2
O=C(Nc1ccc(N2CCN(c3ccccc3)CC2)c(F)c1)C1CC1	58*	4	34	0.6	1	-2	103	1	-10
O=C(Cn1cc2c(n1)CCCC2)N1CCCc2ccccc21	-18	2	-14	1.6	-2	5	104	5	9
CN1CCN(c2ccc(Cl)cc2NC(=O)c2cc(=O)[nH]c3ccccc23)CC1	-4	-4	nt	-0.7	-5	1	nt	1	nt
O=C(NCc1ccccc1)c1ccc(=O)oc1	10	0	10	-1.5	2	6	99	2	-9
CC(=O)c1ccc(NC(=O)C(C)OC(=O)CCN=C2NS(=O)(=O)c3ccccc32)cc1 (stereo unspecified)	4	-5	nt	-1.1	-1	5	nt	3	nt
CN(CC(=O)O/N=C(\N)c1cccc([N+](=O)[O-])c1)S(=O)(=O)c1ccccc1	-20	-3	-15	1.9	-4	2	103	3	-1
Nc1ccc(S(=O)(=O)Nc2nccc(/C=C/c3ccc([N+](=O)[O-])cc3)n2)cc1	-6	-7	31	1.9	2	-7	100	1	1
CCN(CC)c1ccc(C=Nc2cccnc2Cl)c(O)c1	24	-4	33	-0.9	2	6	92	3	-11
CC(=O)c1ccc(N2CCN(C(=O)/C=C/c3ccc(S(=O)(=O)NCc4ccco4)cc3)CC2)cc1	-3	-2	20	0.0	21*	-14	100	-28	-5
CC(C)N(C(=O)COC(=O)c1ccc(Cl)nc1)C(C)C	-6	1	32	-0.8	0	9	57	-3	4

One compound at a time, as listed above. Order of values: CRFR2-BP antag, GalR3 antagonist, PHOSPHO1 block, CRFBP-R2 agonist, IDE cell inh, IDE cell activ, MEKK3 PB1 HTS, M4 PAM, p-CIP stab down
O=C(Nc1ccc(N2CCN(c3ccccc3)CC2)c(F)c1)C1CC1 reads 58*, 4, 34, 0.6, 1, -2, 103, 1, -10
CC(C)N(C(=O)COC(=O)c1ccc(Cl)nc1)C(C)C reads -6, 1, 32, -0.8, 0, 9, 57, -3, 4
CCOc1cc(C(=O)NCCN2C(=O)S/C(=C\c3cccnc3)C2=O)cc(OCC)c1OCC reads -7, 0, -18, -1.6, -4, -6, 107, -11, 11
O=C(NCc1ccccc1)c1ccc(=O)oc1 reads 10, 0, 10, -1.5, 2, 6, 99, 2, -9
